Assay outcomes deposited in PubChem BioAssay by several laboratories.
Efflux pump inh: antifungal efflux pump inhibition, Nile Red retention; S. cerevisiae Candida pump triplex; inhibition, % at 10 µM; hit rate 0.44% among 330,000; AID 485275;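 active = plate passing quality check with inhibition over a set limit, or well fluorescence over plate mean plus 4 SD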;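 note: Nile Red retained in pooled yeast measured as flow cytometry median fluorescence; 0% = buffer negative control and 100% = Enniatin B positive control; higher means more Nile Red kept so more efflux inhibition; some compounds called inactive have numbers as strong as hits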
PP5 primary: PP5 (human) phosphatase inhibition; purified PP5c, OMFP substrate fluorescence; inhibition, % at 6.7 µM; hit rate 0.18% among 320,000;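 active = inhibition above the campaign's mean inhibition across all tested compounds plus 3 SD, cut at about 9.5% in these data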;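 note: 0% = DMSO only and 100% = 100 µM cantharidin control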
procasp7 counter: activates human procaspase-7, counter-screen for procaspase-3 activators; P55210; recombinant procaspase-7, Ac-DEVD-pNA absorbance 405 nm; D23A/D198A/D206A triple mutant, cannot self-cleave; scale: DMSO 0, 5 µM enzyme 100; activation, % at 8.5 µM; hit rate 0.093% among 330,000; AID 463210;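 active = percent activation above the screen-wide mean plus 3 SD, cut at about 25% in these data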
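Assay system: Uncleavable procaspase-7 mutant enzyme; Input: 2 µM procaspase-7 mutant as dispensed; Also added: DEVD-pNA substrate; Medium: Zinc-free HEPES pH 7.4 with 300 mM NaCl, 0.01% Triton X-100; Timing: 1 h compound preincubation, 2 h substrate cleavage, 25 °C; Measured by: Epi-absorbance of released pNA at 405 nm, two timepoints.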
GASC-1 inh: inhibitors of human GASC-1 (JMJD2C) demethylase; Q9H3R0; GST-JMJD2C(1-420) H3K9me3 demethylation, DELFIA europium; inhibition, % at 2.35 µM; hit rate 0.069% among 330,000; AID 2099;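 active = more than half of a compound's replicate wells show inhibition beyond 50%, single wells judged on their own value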;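 note: signal counts dimethyl H3K9 product captured on neutravidin plate; 0% = median of DMSO wells and 100% = 0.3 times that DMSO median; strong numbers were not always called active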
Target sequence (Q9H3R0 1-420 limits assumed): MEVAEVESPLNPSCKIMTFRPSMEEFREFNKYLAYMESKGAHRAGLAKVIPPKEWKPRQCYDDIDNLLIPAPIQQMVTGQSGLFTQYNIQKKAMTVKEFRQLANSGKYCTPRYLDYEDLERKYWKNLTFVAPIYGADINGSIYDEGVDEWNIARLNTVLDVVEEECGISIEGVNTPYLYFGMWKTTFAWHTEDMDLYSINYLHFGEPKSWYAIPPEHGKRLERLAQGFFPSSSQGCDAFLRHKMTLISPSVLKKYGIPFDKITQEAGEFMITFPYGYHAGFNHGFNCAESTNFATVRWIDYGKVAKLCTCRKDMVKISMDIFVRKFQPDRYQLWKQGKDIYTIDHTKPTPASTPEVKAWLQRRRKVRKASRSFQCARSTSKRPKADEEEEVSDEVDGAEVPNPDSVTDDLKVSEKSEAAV
core dimer inh: blocks dimerization of HCV core protein. inhibition, % at 5 µM. TR-FRET GST/Flag-core106 dimerization, 1536-well. AID 1899. hit rate 0.33% among 300,000;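 active = inhibition above the mean of all tested compounds plus 3 SD, set per screening campaign, cut at about 45% in these data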
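Material: Tagged HCV core106 pair (GST and Flag) | Amount: GST-core106 13.5 nM, Flag-core106 17 nM | Medium: KF-containing HEPES buffer, pH 7.45, DTT, CHAPS, BSA | Reagent: Eu donor and XL665 acceptor anti-tag antibodies | Schedule: 4 h at 22.5 °C | Technique: Time-resolved FRET, ex 340 nm, em 617 and 671 nm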
proCasp3 act: activates human procaspase-3 | activation, % at 8.5 µM | AID 463141 | hit rate 0.11% among 330,000 | P42574 | recombinant procaspase-3 D3A, Ac-DEVD-pNA absorbance 405 nm;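 active = activation above the mean of all tested compounds plus 3 SD, cut at about 21% in these data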;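 note: 0% = DMSO alone and 100% = DMSO wells spiked with extra 5 µM PC-3 D3A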
Target sequence (P42574 whole entry D9A/D28A/D175A): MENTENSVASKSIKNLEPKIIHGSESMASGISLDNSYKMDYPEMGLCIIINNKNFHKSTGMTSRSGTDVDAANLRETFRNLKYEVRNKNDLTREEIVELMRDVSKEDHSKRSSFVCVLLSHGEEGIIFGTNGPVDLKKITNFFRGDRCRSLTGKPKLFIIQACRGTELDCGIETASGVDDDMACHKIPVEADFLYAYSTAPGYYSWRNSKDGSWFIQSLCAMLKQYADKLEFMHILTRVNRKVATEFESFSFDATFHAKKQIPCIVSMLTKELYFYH
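System: Procaspase-3 D3A mutant. Medium: Zinc-free 300 mM NaCl, 50 mM HEPES, 0.01% Triton X-100. Schedule: 1 h preincubation plus 2 h reaction at 25 °C. Measured by: 405 nm absorbance of p-nitroaniline, reads at 0 and 120 min. Read-out: percent activation relative to control range.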
Fh CTSL1 inh: counter-screen for PFM18AAP inhibitors: inhibitors of F. hepatica cathepsin L1. AID 1906. hit rate 0.49% among 300,000. recombinant F. hepatica cathepsin L1, Z-Leu-Arg-MCA fluorescence. inhibition, % at 5.96 µM;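 active = inhibition above the mean of all tested compounds plus 3 SD, set per screening campaign, cut at about 17% in these data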;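 note: 0% = plate median of test compound wells and 100% = 1 µM Z-Phe-Ala-diazomethylketone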
PP1 counter: blocks human PP1-alpha phosphatase, a PP5 counter-screen; purified PP1alpha, OMFP fluorescence; inhibition, % at 6.7 µM; hit rate 0.9% among 320,000;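 active = inhibition above the mean inhibition of all tested compounds plus 3 SD, computed separately for each screening campaign, cut at about 15% in these data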
Target sequence (P62136 whole entry, looked up): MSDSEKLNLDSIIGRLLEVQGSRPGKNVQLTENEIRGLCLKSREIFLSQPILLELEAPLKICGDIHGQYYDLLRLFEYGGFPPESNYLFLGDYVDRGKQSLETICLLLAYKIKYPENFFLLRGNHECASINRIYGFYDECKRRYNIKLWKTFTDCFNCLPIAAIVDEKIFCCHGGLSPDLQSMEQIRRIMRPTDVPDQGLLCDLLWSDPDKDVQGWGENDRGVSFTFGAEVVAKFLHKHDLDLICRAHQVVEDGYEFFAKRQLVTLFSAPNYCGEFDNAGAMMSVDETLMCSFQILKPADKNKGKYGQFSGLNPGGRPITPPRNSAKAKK
TPT1 inh: blocks Candida albicans tRNA 2'-phosphotransferase; hit rate 0.81% among 300,000; recombinant caTPT1, FP RNA substrate dephosphorylation; inhibition, % at 5 µM;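 active = inhibition above the mean of all tested compounds plus 3 SD, set per screening campaign, cut at about 24% in these data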;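 note: plate controls were DMSO alone for no effect and ferristatin control at 100 nM for full effect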
Active calls of the source: *; · = no result given; & = joins results of further samples.

Short keys – A = Efflux pump inh; B = PP5 primary; C = procasp7 counter; D = GASC-1 inh; E = core dimer inh; F = proCasp3 act; G = Fh CTSL1 inh; H = PP1 counter; I = TPT1 inh
C#CCNC(=O)C1=C[C@@H](C)[C@H](CCCO)[C@@H](OCC)O1
  A: 0.0	B: 2.0	C: 3	D: 0	E: -4	F: 4	G: -2	H: 0	I: -3
Cc1ccccc1NC(=O)CN1C(=O)CSc2ccc(S(=O)(=O)N3CCCC3)cc21
  A: 0.1	B: 0.0	C: -2	D: 11	E: -4	F: 2	G: -5	H: -3	I: -3
O=C(CCc1nc2ccccc2c(=O)[nH]1)Nc1nnc(SCc2ccccc2)s1
  A: 0.2	B: 1.3	C: 1	D: 5	E: -3	F: -4	G: 2	H: -2	I: -2
CCSc1nc(=S)n(-c2ccccc2)c(C)c1C(C)=O
  A: 0.0	B: 0.8	C: 4	D: 6	E: -1	F: 8	G: 1	H: -5	I: 1
Cc1cc(C)c(S(=O)(=O)N2CCCOC2CNC(=O)C(=O)NCCCn2ccnc2)c(C)c1 (stereo unspecified)
  A: -1.2	B: 1.3	C: 9	D: 1	E: 5	F: -1	G: -2	H: -4	I: 0
C[C@H](NC(=O)c1ccco1)C(=O)NC1CCCCCC1
  A: -0.1	B: 2.4	C: -7	D: -2	E: ·	F: 7	G: ·	H: -1	I: ·
O=C(c1ccccc1)c1nn(-c2ccccc2)c2nnc(Cc3ccccc3)c(=O)n12
  A: 0.1	B: 1.8	C: -3	D: 5	E: 23	F: -1	G: 0	H: 12	I: 0
CCn1c(-c2cc(OC)ccc2OC)csc1=Nc1c(C)n(C)n(-c2ccccc2)c1=O
  A: 0.2	B: 2.2	C: -2	D: 0	E: 3	F: -5	G: -1	H: -1	I: -1
COc1ccc(CN2CCN(c3ncccn3)CC2)c(C)c1C
  A: -0.1	B: 2.2	C: 1	D: 4	E: 6	F: -4	G: 3	H: 0	I: -2
Cc1ccc(NC(=O)CSc2nc3c(c(=O)[nH]2)CCCC3)cc1C
  A: 0.0	B: 2.5	C: 2	D: 125	E: -4	F: 14	G: 0	H: -2	I: -5
CC1=C/C(=N\Nc2ccccc2[N+](=O)[O-])CC(C)(C)C1
  A: -0.1	B: -0.4	C: 4	D: -1	E: 10	F: 0	G: 6	H: -4	I: 2
Cc1cc(/C=N/Nc2ccc([N+](=O)[O-])cn2)c(C)n1-c1ccccc1
  A: 0.1	B: 3.1	C: -1	D: 5	E: 32	F: 0	G: 3	H: 14	I: 31*
COCCN(C(=O)CSc1nnc(C)n1-c1ccc(C)cc1)c1c(N)n(Cc2ccccc2)c(=O)[nH]c1=O
  A: 0.0	B: -0.4	C: 0	D: 4	E: -1	F: -2	G: 1	H: -5	I: 0
O=C(Nc1ccc(-c2nnc(-c3ccco3)o2)cc1)C(c1ccccc1)c1ccccc1
  A: 0.2	B: 4.0	C: -3	D: -5	E: 5	F: -3	G: -2	H: 6	I: 0
Cc1nc(N)c(C#N)c(-c2cccnc2)c1C
  A: 0.0	B: 0.2	C: 13	D: -5	E: 7	F: 7	G: 0	H: -1	I: -1
COc1ccc(/C=C/C(=O)OCC(=O)NC2CCCC(C)C2C)c(OC)c1 (stereo unspecified)
  A: -0.3	B: ·	C: 11	D: 5	E: ·	F: 1	G: ·	H: ·	I: ·
CCOc1ccc(CN(CCC#N)C(=S)NC(=O)c2ccccc2)cc1
  A: -0.1	B: 1.3	C: -11	D: -4	E: 7	F: -7	G: -2	H: -3	I: 1
O=S(=O)(c1cccc(-c2nnc(SCc3ccc(Cl)cc3)o2)c1)N1CCCCC1
  A: 0.0	B: 1.9	C: 9	D: 1	E: 4	F: 8	G: 1	H: -1	I: -4
O=C(O)CCCn1cc(NC(=O)c2ccco2)cn1
  A: 0.0	B: 0.5	C: 5	D: -20	E: -2	F: -7	G: -2	H: -2	I: 1
CN(CC(=O)Nc1ccc(S(N)(=O)=O)cc1)c1ccccc1
  A: 0.0	B: 0.0	C: -5	D: -2	E: -7	F: -6	G: -2	H: 2	I: -3

9 of these compounds, reformatted.
Each structure is followed by: Efflux pump inh, PP5 primary, procasp7 counter, GASC-1 inh, core dimer inh, proCasp3 act, Fh CTSL1 inh, PP1 counter, TPT1 inh
CC1=C/C(=N\Nc2ccccc2[N+](=O)[O-])CC(C)(C)C1
  -0.1, -0.4, 4, -1, 10, 0, 6, -4, 2
Cc1cc(/C=N/Nc2ccc([N+](=O)[O-])cn2)c(C)n1-c1ccccc1
  0.1, 3.1, -1, 5, 32, 0, 3, 14, 31*
COCCN(C(=O)CSc1nnc(C)n1-c1ccc(C)cc1)c1c(N)n(Cc2ccccc2)c(=O)[nH]c1=O
  0.0, -0.4, 0, 4, -1, -2, 1, -5, 0
O=C(Nc1ccc(-c2nnc(-c3ccco3)o2)cc1)C(c1ccccc1)c1ccccc1
  0.2, 4.0, -3, -5, 5, -3, -2, 6, 0
Cc1nc(N)c(C#N)c(-c2cccnc2)c1C
  0.0, 0.2, 13, -5, 7, 7, 0, -1, -1
COc1ccc(/C=C/C(=O)OCC(=O)NC2CCCC(C)C2C)c(OC)c1 (stereo unspecified)
  -0.3, ·, 11, 5, ·, 1, ·, ·, ·
CCOc1ccc(CN(CCC#N)C(=S)NC(=O)c2ccccc2)cc1
  -0.1, 1.3, -11, -4, 7, -7, -2, -3, 1
O=S(=O)(c1cccc(-c2nnc(SCc3ccc(Cl)cc3)o2)c1)N1CCCCC1
  0.0, 1.9, 9, 1, 4, 8, 1, -1, -4
O=C(O)CCCn1cc(NC(=O)c2ccco2)cn1
  0.0, 0.5, 5, -20, -2, -7, -2, -2, 1

Next section.
Short keys – A = Efflux pump inh; B = PP5 primary; C = procasp7 counter; D = GASC-1 inh; E = core dimer inh; F = proCasp3 act; G = Fh CTSL1 inh; H = PP1 counter; I = TPT1 inh
c1ccc(-c2ccc(CN3CCSCC3)cc2)cc1
  A: 0.2	B: -3.8	C: -9	D: -11	E: -11	F: -8	G: -8	H: -2	I: -3
Cc1cccc(NS(=O)(=O)c2cccc(C(=O)NCC(c3ccco3)N(C)C)c2)c1 (stereo unspecified)
  A: 0.0	B: 1.1	C: 2	D: -8	E: -1	F: 3	G: -3	H: -2	I: 0
Cc1onc(-c2ccccc2)c1C(=O)Nc1ccc2c(C)cc(=O)oc2c1
  A: 0.3	B: 1.5	C: 6	D: -18	E: 2	F: 3	G: -1	H: -2	I: -5
CCOC(=O)c1ccc(NC(=O)CSc2nnc(CNC(=O)c3c(F)cccc3Cl)o2)cc1
  A: 0.0	B: -0.1	C: -2	D: 4	E: 3	F: -2	G: 4	H: 1	I: 1
CC(C)(C)C(=O)Nc1ccc(Sc2ccc([N+](=O)[O-])cc2)cc1
  A: 1.4	B: 5.3	C: -5	D: 44	E: -2	F: -6	G: -1	H: 5	I: -3
O=C(CN1CCOCC1)Nc1ccc2c(c1)OC(F)(F)O2
  A: 0.0	B: 0.8	C: 0	D: 5	E: -2	F: 6	G: 1	H: -4	I: -1
CCOC(=O)c1c(NC(=O)COC(=O)CCOc2ccccc2C)sc(C(=O)NC)c1C
  A: 0.0	B: 2.2	C: 3	D: -3	E: 4	F: 0	G: -23	H: -2	I: 2
O=C(Nc1nnc(-c2ccc(F)cc2)o1)c1ccco1
  A: 0.2	B: 1.3	C: -12	D: -1&43	E: 1	F: -1	G: 1	H: 5	I: -2
Cc1cc(OCC(=O)NCc2ccncc2)ccc1Cl
  A: -0.1	B: 1.0	C: 10	D: 1	E: -7	F: 3	G: 1	H: 1	I: -1
N=c1occ(C(=O)c2cc(F)ccc2O)cc1C(=O)NC1CCCCC1
  A: -0.2	B: 2.2	C: -7	D: -14	E: -2	F: 3	G: 3	H: -1	I: 2
N=c1sccn1CC(=O)Nc1cccc2ccccc12
  A: -0.2	B: -1.3	C: 0	D: 1	E: 3	F: -4	G: 2	H: 0	I: -1
COC(=O)c1ccc(COc2ccc(/C=C(\C#N)c3nc4ccccc4[nH]3)cc2OC)o1
  A: 0.2	B: 4.0	C: -17	D: 4	E: 3	F: -3	G: 5	H: 4	I: 3
CNC(=O)CSc1nc2c(c(=O)n(C)c(=O)n2C)n1Cc1ccc(C)cc1
  A: 0.1	B: 1.9	C: -4	D: 7	E: 0	F: 10	G: 0	H: 0	I: -2
CC(=O)/C(C#N)=C1\NC(=O)C(Cc2ccc(C)c(C)c2)S1 (stereo unspecified)
  A: 0.0	B: 0.1	C: -25	D: 5	E: 5	F: -17	G: 3	H: -2	I: 3
CCOC(=O)c1ccoc1CN1CCN(S(=O)(=O)c2ccc(C)c(C)c2)CC1
  A: 0.2	B: ·	C: 4	D: 6	E: ·	F: -5	G: ·	H: ·	I: ·
Cc1nn(Cc2ccccc2)c2c1C(c1cccnc1)C(C#N)=C(N)O2 (stereo unspecified)
  A: -0.1	B: -0.2	C: -5	D: -1	E: -4	F: 4	G: -4	H: -3	I: -6
Cc1ccc(N2C(=O)CC(N3CCN/C3=C3\CC/C(=C\c4ccccc4)C3=O)C2=O)cc1 (stereo unspecified)
  A: 0.0	B: 2.3	C: 5	D: 9	E: 8	F: -3	G: 1	H: -1	I: 6
Cc1ccc(OCCC(=O)OCC(=O)NCCc2ccc(Cl)cc2)cc1
  A: 0.0	B: 1.8	C: 4	D: 6	E: 2	F: 13	G: -22	H: -6	I: 1
COc1ccc(C(=O)Cn2nnc(-c3ccccc3NC(=O)C3CCCCC3)n2)cc1
  A: -0.1	B: -1.1	C: 6	D: 13	E: 1	F: 0	G: 5	H: 2	I: 30*
CC#CC(=O)N1CCC(Oc2cccc(C(=O)NCc3ccccn3)c2)CC1
  A: 0.0	B: 0.8	C: 4	D: 1	E: 10	F: 3	G: -4	H: -5	I: -5
CC(/C=N\NC(=O)c1ccc(C)nc1)=C\c1ccccc1
  A: 0.5	B: 0.7	C: -3	D: -9	E: -7	F: -2	G: -2	H: 3	I: 6
O=C(NCC1CCCO1)c1ccc(CNS(=O)(=O)c2cccc(Cl)c2)cc1 (stereo unspecified)
  A: 0.0	B: -1.8	C: 6	D: 6	E: -2	F: -8	G: -3	H: 8	I: 3
Cc1ccc(S(=O)(=O)Nc2ccc(Nc3ccccc3)cc2)cc1
  A: 0.2	B: 9.2	C: -2	D: -3	E: 2	F: -7	G: 6	H: 5	I: 1
CCOC(=O)C1=C(c2ccccc2)Nc2ncnn2C1c1ccc(O)cc1 (stereo unspecified)
  A: -0.1	B: -0.6	C: 9	D: -5	E: 3	F: -1	G: -1	H: -3	I: -1
